RGS4 inh: human RGS4 inhibition; P49798; HEK293 M3R/RGS4 inducible, Fluo-4 calcium flux; active compounds read high; triggered by carbachol at its EC20; B-score at 10 µM; 310,000 tested, 0.45% active;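 active = B-score, a plate-corrected calcium signal, over three deviations above library mean, with baseline fluorescence within five deviations of library mean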;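 also: RGS4 expression induced by doxycycline in cells with stable M3 receptor; B-score is computed from the integrated fluorescence ratio over baseline after carbachol; higher B-score means a larger calcium signal and so more RGS4 inhibition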
TMEM16A inh: inhibitors of mouse TMEM16A calcium-activated chloride channel; HEK293 TMEM16A/YFP iodide influx fluorescence, ionomycin; normalized B-score (activity score, 25-100; higher = stronger inhibition) at 10 µM; 310,000 tested, 1.2% active; AID 588511;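 active = ratio plate-corrected score three or more library SD toward inhibition, starting fluorescence score within five deviations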;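 also: score derived from kinetic fluorescence span divided by baseline fluorescence per well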
hERG rescue: compounds protecting human hERG from proarrhythmic drug block; CHO-hERG, FluxOR thallium flux, dofetilide IC70 present; activation (rescue from dofetilide block), less the hit threshold, % at 10 µM; 310,000 tested, 0.51% active; AID 1511;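 active = activation above the mean of controls blocked by dofetilide plus 5 SD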;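 also: thallium influx through hERG after potassium depolarization seen as dye fluorescence rise; in these data hits start at about 4.7%; inactives centre near -7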
Target sequence (Q12809 whole entry, looked up): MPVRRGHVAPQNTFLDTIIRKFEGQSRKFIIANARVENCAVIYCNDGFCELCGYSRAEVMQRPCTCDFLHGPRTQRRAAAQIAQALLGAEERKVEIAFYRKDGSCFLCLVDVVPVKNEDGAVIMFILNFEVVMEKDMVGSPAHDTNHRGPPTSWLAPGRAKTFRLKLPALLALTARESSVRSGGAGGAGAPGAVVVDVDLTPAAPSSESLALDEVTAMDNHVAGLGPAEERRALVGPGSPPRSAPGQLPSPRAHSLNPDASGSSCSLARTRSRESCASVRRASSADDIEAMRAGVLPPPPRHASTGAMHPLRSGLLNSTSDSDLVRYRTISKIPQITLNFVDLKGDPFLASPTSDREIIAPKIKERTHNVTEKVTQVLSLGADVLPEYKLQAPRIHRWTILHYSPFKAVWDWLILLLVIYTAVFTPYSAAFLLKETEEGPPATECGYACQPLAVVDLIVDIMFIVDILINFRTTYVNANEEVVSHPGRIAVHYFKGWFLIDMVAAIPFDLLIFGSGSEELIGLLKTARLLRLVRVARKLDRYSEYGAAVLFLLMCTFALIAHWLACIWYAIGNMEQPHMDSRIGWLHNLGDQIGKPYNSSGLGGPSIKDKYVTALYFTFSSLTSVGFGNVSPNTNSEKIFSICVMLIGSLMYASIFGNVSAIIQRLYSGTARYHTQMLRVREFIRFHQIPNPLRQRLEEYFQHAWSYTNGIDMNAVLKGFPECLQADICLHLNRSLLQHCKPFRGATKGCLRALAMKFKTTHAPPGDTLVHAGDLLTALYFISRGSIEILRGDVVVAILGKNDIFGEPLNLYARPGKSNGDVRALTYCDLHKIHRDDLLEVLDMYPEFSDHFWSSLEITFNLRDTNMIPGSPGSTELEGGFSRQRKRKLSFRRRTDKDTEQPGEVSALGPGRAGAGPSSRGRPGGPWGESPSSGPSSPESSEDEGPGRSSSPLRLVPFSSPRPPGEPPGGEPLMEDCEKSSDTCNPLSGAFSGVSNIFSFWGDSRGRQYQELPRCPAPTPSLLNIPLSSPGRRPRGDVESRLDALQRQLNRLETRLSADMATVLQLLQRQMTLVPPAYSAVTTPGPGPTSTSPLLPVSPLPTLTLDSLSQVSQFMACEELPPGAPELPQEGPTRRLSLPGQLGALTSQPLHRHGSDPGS
RGS4 act: potentiators or activators of RGS4; HEK293 M3R/inducible RGS4, carbachol calcium flux Fluo4; active compounds read low; B-score at 10 µM; 310,000 tested, 0.92% active; AID 463111;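 active = B-score of the integrated calcium signal more than 4 SD below the library mean, with starting fluorescence not abnormally high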;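 also: negative B-score means reduced calcium response which marks RGS4 activation or potentiation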
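Also added: carbachol at ECmax as muscarinic agonist stimulus; Assay system: HEK293 cells with stable M3R and inducible RGS4; Timing: overnight RGS4 induction, 30 min dye load 37 °C, 20 min compound RT; Measured by: Fluo4-AM (2 µM) calcium-flux fluorescence, kinetic read.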
KCNQ1 pot: potentiators or activators of human KCNQ1 potassium channel | B-score at 10 µM | 310,000 tested, 0.35% active | CHO-K1 KCNQ1, thallium flux FluxOR fluorescence; active compounds read high | P51787;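 active = fluorescence ratio B-score, a plate-corrected score, at least three library SD, with initial intensity B-score within 5 SD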
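Assay system: CHO-K1 cells stably expressing KCNQ1. Medium: assay buffer for compound exposure, DMSO matched across wells. Timing: 37 °C overnight plating, 90-min dark dye load, 20-min compound pretreatment. Signal: kinetic FluxOR fluorescence, 10 s baseline plus 110 s post-stimulus.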
KCNK3 inh: human KCNK3 channel inhibition, primary screen. CHO-KCNK3 thallium flux, FluxOR fluorescence; active compounds read low. O14649. B-score at 10 µM. 340,000 tested, 0.84% active;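 active = B-score under library mean minus 4 SD, starting fluorescence ratio at most library mean plus 5 SD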;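 also: more negative B-score means stronger inhibition of thallium flux through KCNK3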
KCNQ1 inh: human KCNQ1 channel inhibition. P51787. CHO-K1 KCNQ1, FluxOR thallium flux fluorescence; active compounds read high. B-score at 10 µM. 310,000 tested, 1.3% active;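 active = compounds whose thallium flux B-score, printed positive for inhibition, exceeds three library SD while starting fluorescence stays within three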;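 also: channel opened by potassium depolarization with thallium stimulus after 20 min compound exposure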
ANO1 activ: activators or potentiators of mouse TMEM16A chloride channel | B-score at 10 µM | 340,000 tested, 0.3% active | Q8BHY3 | HEK293 TMEM16A/YFP-H148Q/I152L, iodide quench fluorescence; active compounds read low;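 active = fluorescence-ratio B-score plate-corrected deviation score at least 3 library SD below zero, with starting fluorescence score within 5 deviations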;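 also: channel opened by trigger with iodide after compound preincubation; score built on the fluorescence ratio of max minus min over baseline; more negative score means more quench and so TMEM16A activation or potentiation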
HDAC3 inhib: human HDAC3 inhibition; recombinant HDAC3, fluorogenic peptide/trypsin coupled, fluorescence; inhibition, % at 8.3 µM; 320,000 tested, 0.15% active; AID 2718; in the data active = inhibition above about 26%, passing the limit was not always enough; inconclusive = no clear call, values can overlap the other calls
KCNK9 block: blocks the human KCNK9 two-pore domain potassium channel | 310,000 tested, 1.2% active | AID 488922 | B-score at 10 µM | Q9NPC2 | HEK293 KCNK9, FluxOR thallium flux fluorescence; active compounds read low;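 active = ratio B-score over 3 SD below the library mean, with starting fluorescence within 5 SD of its mean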;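 also: negative B-score means less thallium flux so channel inhibition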
SKKanGAS inh: SKKanGAS growth inhibition; S. pyogenes SKKanGAS, kanamycin growth, BacTiter-Glo, 6 h; AID 1662; inhibition, % at 7.5 µM; 300,000 tested, 1.3% active;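 active = mean replicate score, as percent of positive control median, at least 50; inconclusive = mean below 50 but one replicate at or above 50; inactive = mean and every replicate below 50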;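 also: strain carries kanamycin resistance gene driven by streptokinase promoter and grows in 40 µg/ml kanamycin; loss of luminescence reflects streptokinase promoter inhibition or plain growth inhibition; 0% = median of DMSO wells and 100% = positive control at its reference dose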
* hit, by the source's call; i = inactive; ? = inconclusive; nt = not tested or not shown. Not a hit list; about 6.3% have a hit in one of these screens.

The line under a structure holds: RGS4 inh | TMEM16A inh | hERG rescue | RGS4 act | KCNQ1 pot | KCNK3 inh | KCNQ1 inh | ANO1 activ | HDAC3 inhib | KCNK9 block | SKKanGAS inh
COc1ccc(CN2CCCC(C(=O)Nc3cccc(-n4cccn4)c3)C2)cc1 (configuration not stated)
  i | i | -4 | i | i | i | i | i | -4 | i | 0
Cc1nc2ccc(NC(=O)c3ccc(Cl)c([N+](=O)[O-])c3)cc2s1
  i | i | -2 | i | i | i | i | i | -5 | i | 5
S=c1[nH]nc(-c2ccco2)n1/N=C/c1ccc(Cl)cc1Cl
  i | i | -6 | i | i | i | i | i | 3 | i | 10
O=C(NCc1ccccn1)c1cn(CCc2ccccc2)nn1
  i | i | -11 | i | i | i | i | nt | -1 | i | 19
CCCN1Cc2cccc(C(N)=O)c2C1=O
  i | i | 0 | i | i | i | i | i | 2 | i | 0
O=C(/C=C/c1cn(CC(O)CN2CCCCC2)c2ccccc12)c1ccccc1 (configuration not stated)
  i | nt | -21 | i | i | i | i | i | nt | i | -7
CSc1nc2sc3c(c2c(=O)[nH]1)CCc1ccccc1-3
  i | i | -5 | i | i | i | i | i | 0 | i | -7
COc1ccccc1C(=O)NNC(=O)c1cccc(Cl)c1
  i | i | -6 | i | i | i | i | i | -1 | i | 1
Cc1ccc(S(=O)(=O)N2CCN(C(=O)CSc3nccn3C)CC2)cc1
  i | i | -12 | i | i | i | i | i | -1 | i | -6
COc1ccc(C(=O)Nc2ccc(NC(=O)CSc3nnc(-c4ccncc4)n3C)cc2)cc1
  i | i | -3 | i | i | i | i | i | 8 | i | -1
Cc1ccc(O)c(C(=O)c2cc(C#N)c(=O)n(-c3c(C)n(C)n(-c4ccccc4)c3=O)c2)c1
  i | i | -13 | i | i | i | i | i | 4 | i | 6
Cn1nc(C(=O)OCCN2C(=O)c3ccccc3C2=O)c2ccccc2c1=O
  i | i | -5 | i | i | i | i | i | -3 | i | -5
On1c(-c2ccccc2)nc2ncccc21
  i | i | -9 | i | i | i | i | i | 0 | i | -7
COC(=O)c1c(NC(=O)CSc2ncn[nH]2)sc(C)c1C
  i | i | -12 | i | i | i | i | i | 7 | i | -5
COC(=O)c1cc2ccsc2n1CC(=O)NCC1CCCO1 (configuration not stated)
  i | i | 1 | i | i | i | i | i | 2 | i | -9
COCCNC(=O)c1ccccc1NC(=O)c1ccc(Cl)c(S(=O)(=O)Nc2ccc(C)cc2C)c1
  i | i | -8 | i | i | i | i | i | 5 | i | 11
Cc1ccc(CN2CCN(CC(=O)N=Nc3c(O)[nH]c4ccccc34)CC2)cc1
  i | i | -13 | i | i | i | i | i | 0 | i | 0
CCCCCn1c(CN2CCN(C(=O)OCC)CC2)nc2c1c(=O)n(C)c(=O)n2C
  i | i | -4 | i | i | i | i | i | 4 | i | -2
O=C(CN(c1ccccc1)S(=O)(=O)c1ccccc1)NCCSCc1ccco1
  i | i | -5 | i | i | i | i | i | 3 | i | 1
O=C(COC(=O)C1(c2ccc(F)cc2)CCCC1)N1CCOCC1
  i | i | -9 | i | i | i | i | i | 0 | i | -4
Nc1ccc[n+](Cc2ccccn2)c1
  i | i | -4 | i | i | i | i | i | 1 | i | 1
CCCCn1c(CNC(=O)c2cccs2)nc2ccccc21
  i | i | -11 | i | i | i | i | i | -2 | i | -8
COc1cc(NC(=O)COc2ccccc2Cl)ccc1NC(=O)c1cccs1
  i | i | -6 | i | i | i | i | i | -4 | i | 3
O=C(CNC(=O)c1cccc(OC(F)F)c1)OCc1cc(=O)n2cc(Br)ccc2n1
  i | i | -10 | i | i | i | i | i | nt | i | -2
Cc1ccc2nc(SCC(=O)N3CCC(C)CC3)nc(=O)n2c1
  i | i | -7 | i | i | i | i | i | nt | i | 1
COc1ccc(C(=O)COC(=O)C(C(C)C)N2C(=O)C3C4C=CC(C4)C3C2=O)cc1 (configuration not stated)
  i | i | -8 | i | i | i | i | i | -1 | i | 0
CCOc1cc(N2CCOCC2)c(OCC)cc1NC(=O)C1=NN(c2cccc(C)c2)C(=O)CC1
  i | i | -39 | i | i | i | i | i | 12 | i | 54*
COC(=O)[C@H](CCSC)NC(=O)NCc1cccs1
  i | i | -5 | i | i | i | i | i | -4 | i | -1
Cc1ccc(CN2CCN(/N=C/c3cc(Br)ccc3F)CC2)cc1
  i | i | -2 | i | i | i | i | i | 9 | i | 0
CCCC(=O)C1=C(N2CCCCC2)CC(C)(C)C(C(=O)OC)C1=O (configuration not stated)
  i | i | -20 | i | i | i | i | i | 0 | i | 3
O=C(COCc1cc(-c2ccc3c(c2)OCO3)on1)N1CCN(c2cccc(C(F)(F)F)c2)CC1
  i | 25* | -7 | i | i | i | i | i | 7 | i | 11
O=c1[nH]cc(S(=O)(=O)c2ccccc2)[nH]1
  i | i | -6 | i | i | i | i | i | -5 | i | nt
Cc1ccc(S(=O)(=O)n2cc(C=O)c3ccccc32)cc1
  i | i | -11 | i | i | i | i | i | 2 | i | 7
CCc1nnc(NC(=O)C2CCCN2C(=O)Nc2ccccc2OC)s1 (configuration not stated)
  i | i | -8 | i | i | i | i | i | -9 | i | -3
O=C(CCN1C(=O)[C@@H]2Cc3ccccc3CN2C1=O)N[C@@H](Cc1ccccc1)C(=O)O
  i | i | -2 | i | i | i | i | i | -3 | i | 1
O=C(Nc1c(C(=O)N2CCOCC2)cnn1-c1ccccc1)c1ccccc1
  i | i | -7 | i | i | i | i | i | -2 | i | -10
CC(C)=CCc1c(O)c(CC=C(C)C)c2occ(-c3ccc(O)cc3)c(=O)c2c1O
  i | i | -18 | i | i | i | 11* | i | 19 | i | 105*
CSC(=O)CC(=O)NC(=O)c1ccccc1
  i | i | -10 | i | i | i | i | i | 1 | i | 2
COc1ccccc1N1C(=O)C2CC=CC(C)C2C1=O (configuration not stated)
  i | i | -5 | i | i | i | i | i | -7 | i | 1
COc1cc([N+](=O)[O-])cc([N+](=O)[O-])c1NC(=O)N1CCOCC1
  i | i | -8 | i | i | i | i | i | 4 | i | 4
CC(=O)Nc1ccc(S(=O)(=O)N2CCC3(CC2)CC(=O)c2ccccc2O3)cc1
  i | i | -5 | i | i | i | i | i | 0 | i | -6
CC(=O)NN1C(=O)/C(=C\c2ccc(Br)o2)SC1=S
  i | i | -12 | i | i | i | i | i | ? | i | -4
Cc1nc(-c2cccc(-c3noc(C)n3)c2)no1
  i | i | -17 | i | i | i | i | i | -5 | i | -2
CSc1ccc(/C=N/NC(=O)c2ccccc2Cl)cc1
  i | i | -2 | i | i | i | i | i | 9 | i | -3
Cc1cc(NC(=O)c2cc(-c3ccco3)on2)n(-c2ccccc2)n1
  i | i | -10 | i | i | i | i | i | 0 | i | 7
COc1ccc(/C=N/Nc2ncnc3scc(-c4ccccc4)c23)cc1OC
  i | i | -14 | i | i | i | i | i | 6 | i | -5
CCCCn1c(N)c(-c2nc3ccccc3o2)c2c([N+](=O)[O-])nn(C)c(=O)c21
  i | i | -2 | i | i | i | i | i | -4 | i | 1
COC(=O)[C@@H]1C[C@]2(OC(=O)c3ccccc3)C=CC(=O)C[C@@H]2N1C(=O)OCc1ccccc1
  i | i | -13 | i | i | i | i | i | 2 | i | 2
Cc1ccc(C)c(N(Cc2cc3ccc(C)cc3[nH]c2=O)C(=O)c2ccco2)c1
  i | i | -10 | i | i | i | i | i | -2 | i | nt
O=C(CN1CCOCC1)Nc1ccc(F)cc1
  i | i | -3 | i | i | i | i | i | -1 | i | -2

Continued.
The line under a structure holds: RGS4 inh | TMEM16A inh | hERG rescue | RGS4 act | KCNQ1 pot | KCNK3 inh | KCNQ1 inh | ANO1 activ | HDAC3 inhib | KCNK9 block | SKKanGAS inh
CCSc1cc(N2CCCC2)nc(-c2ccc(F)cc2)n1
  i | i | -7 | i | i | i | i | i | 3 | i | -6
COCCNc1c2c(c(C#N)c3nc4ccccc4n13)CCCC2
  i | i | -6 | i | i | i | i | i | 4 | i | 18
Clc1ccc(C2=Nn3c(Cn4nnc5ccccc54)nnc3SC2)cc1
  i | i | -5 | i | i | i | i | i | 1 | i | 3
C/C=C(\C)C(=O)OC(C)(C)[C@H]1Cc2cc3ccc(=O)oc3cc2O1
  i | i | -7 | i | i | i | i | i | -7 | i | 2
COc1cc(C(=O)Nc2ccc(NC(=O)C3CC3)nc2)cc(OC)c1OC
  i | i | -5 | i | i | i | i | i | 8 | i | -4
CC1(C)CC(=O)C2=C(C1)Nc1ncnn1C2c1ccccn1 (configuration not stated)
  i | i | -5 | i | i | i | i | i | 3 | i | -3
Cc1n[nH]c(=O)c2c(NC(=O)CSc3nnc(-c4ccncc4)n3C)oc(C)c12
  i | i | -11 | i | i | i | i | i | 2 | i | -6
CC(=O)c1cc2c(cc1NS(=O)(=O)c1ccccc1Br)OCO2
  i | i | -5 | i | i | i | i | i | 5 | i | 0
COc1ccc(Cl)cc1NC(=O)CN(C)C(=O)Cc1ccsc1
  i | i | -17 | i | i | i | i | i | 6 | i | 16
CN1CCN(CCNC(=O)Nc2ccccc2[N+](=O)[O-])CC1
  i | i | -8 | i | i | i | i | i | -2 | i | 0
O=C(Cn1ccc([N+](=O)[O-])n1)N1CCc2ccccc21
  i | i | -1 | i | i | i | i | i | -2 | i | -2
O=C(NCC1CCS(=O)(=O)C1)NCC1CCS(=O)(=O)C1 (configuration not stated)
  i | i | -7 | i | i | i | i | i | -1 | i | 2
c1ccc2oc(SCc3cn4ccccc4n3)nc2c1
  i | i | -10 | i | i | i | i | i | 8 | i | -5
CC(C)c1nc(C#N)c(N2CCOCC2)o1
  i | i | -13 | i | i | i | i | i | -4 | i | -3
COc1ccc(S(=O)(=O)N2CCC(C(=O)NCCC(=O)Nc3cccc(Cl)c3)CC2)cc1
  i | i | -8 | i | i | i | i | i | -1 | i | -3
CC(C)C(=O)NC(c1cccc([N+](=O)[O-])c1)c1c(O)ccc2ccccc12 (configuration not stated)
  i | i | -5 | i | i | i | i | i | -6 | i | 7
CCOC(=O)N1CCN(Cc2nc3c(c(=O)n(C)c(=O)n3C)n2CCCc2ccccc2)CC1
  i | i | -17 | i | i | i | i | i | 1 | i | 4
